TLR9-MyD88 inh: blocks human TLR9 binding to MyD88 | Q9NR96+Q99836 | CHO BLA complementation TLR9-MyD88, CCF4 FRET ratio | inhibition, % at 4.98 µM | hit rate 0.21% among 340,000;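 active = inhibition above the mean over all tested compounds plus 3 SD, cut at about 21% in these data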;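 note: 0% = DMSO only wells and 100% = clavulanate BLA inhibitor control wells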
LRH-1 inv ag: inverse agonists of human LRH-1 (NR5A2); hit rate 0.13% among 360,000; O00482; inhibition, % at 3.6 µM; HEK293T StAR-luciferase reporter, LRH-1 transfected, 24 h;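 active = inhibition above the mean inhibition of all tested compounds plus 3 SD, cut at about 73% in these data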;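 note: 0% = DMSO wells and 100% = reporter-only cells lacking LRH-1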
NCOA1 inh: inhibits human SRC1 coactivator; Q15788; HEK293 GAL4-SRC1 luciferase reporter, luminescence; inhibition, % at 3.6 µM; hit rate 0.12% among 360,000; AID 588354;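 active = inhibition above the campaign mean plus 3 SD, with each screening campaign given its own cutoff, cut at about 60% in these data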;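 note: 0% = DMSO treated cells and 100% = gossypol at 36 µM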
Target sequence (Q15788 whole entry, looked up, the tested form may be a part): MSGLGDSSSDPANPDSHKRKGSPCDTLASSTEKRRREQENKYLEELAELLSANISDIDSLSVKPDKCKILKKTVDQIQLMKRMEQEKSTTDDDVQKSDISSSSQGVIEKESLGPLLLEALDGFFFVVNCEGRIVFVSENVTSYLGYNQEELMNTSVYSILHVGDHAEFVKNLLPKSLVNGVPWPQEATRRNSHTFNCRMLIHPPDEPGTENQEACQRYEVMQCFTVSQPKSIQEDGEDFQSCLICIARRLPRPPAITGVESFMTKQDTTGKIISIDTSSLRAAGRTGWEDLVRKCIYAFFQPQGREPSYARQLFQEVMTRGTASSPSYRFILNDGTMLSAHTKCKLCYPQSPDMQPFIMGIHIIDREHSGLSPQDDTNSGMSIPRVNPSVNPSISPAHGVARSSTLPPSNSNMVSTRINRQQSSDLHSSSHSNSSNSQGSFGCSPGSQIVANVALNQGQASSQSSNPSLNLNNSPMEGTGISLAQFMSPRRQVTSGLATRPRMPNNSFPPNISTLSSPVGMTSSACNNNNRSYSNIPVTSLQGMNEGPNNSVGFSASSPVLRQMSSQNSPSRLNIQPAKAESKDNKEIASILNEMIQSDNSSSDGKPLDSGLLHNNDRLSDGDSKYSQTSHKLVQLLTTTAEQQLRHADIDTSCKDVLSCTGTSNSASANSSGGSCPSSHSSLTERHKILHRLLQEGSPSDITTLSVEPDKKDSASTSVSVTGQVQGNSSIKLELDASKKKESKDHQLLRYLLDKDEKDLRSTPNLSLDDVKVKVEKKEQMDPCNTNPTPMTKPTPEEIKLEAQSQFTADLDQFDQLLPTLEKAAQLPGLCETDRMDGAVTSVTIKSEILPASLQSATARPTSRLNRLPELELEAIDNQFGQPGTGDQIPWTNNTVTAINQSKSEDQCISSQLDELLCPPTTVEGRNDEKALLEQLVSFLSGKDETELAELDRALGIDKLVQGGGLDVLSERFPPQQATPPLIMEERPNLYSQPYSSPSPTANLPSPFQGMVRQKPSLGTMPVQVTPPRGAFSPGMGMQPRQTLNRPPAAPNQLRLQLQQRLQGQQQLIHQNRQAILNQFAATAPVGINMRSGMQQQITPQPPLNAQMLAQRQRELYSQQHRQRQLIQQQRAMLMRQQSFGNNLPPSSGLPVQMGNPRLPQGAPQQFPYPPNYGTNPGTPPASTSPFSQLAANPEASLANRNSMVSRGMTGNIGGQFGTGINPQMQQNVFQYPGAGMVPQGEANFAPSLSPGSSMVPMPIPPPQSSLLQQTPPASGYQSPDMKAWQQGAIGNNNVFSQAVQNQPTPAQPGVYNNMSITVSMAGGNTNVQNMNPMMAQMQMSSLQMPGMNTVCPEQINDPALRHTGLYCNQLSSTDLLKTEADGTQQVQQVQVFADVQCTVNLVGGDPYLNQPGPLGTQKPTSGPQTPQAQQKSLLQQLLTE
ABHD5 PLIN5 PPI: blocks binding of human ABHD5 to perilipin-5; Q00G26+Q8WTS1; Split G. princeps luciferase complementation, luminescence, 4 h; inhibition, % at 4 µM; hit rate 0.78% among 360,000;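 active = inhibition above the mean inhibition across every tested compound plus 3 SD, cut at about 22% in these data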;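 note: 0% = DMSO only wells and the 100% control is not disclosed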
NOD2-RIPK2 inh: NOD2-RIPK2 protein interaction inhibition | hit rate 0.38% among 360,000 | CHO BLA complementation NOD2-RIPK2, CCF4 ratio | O43353 | inhibition, % at 4.98 µM; in the data active = inhibition above about 21%;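 note: 0% = vehicle only and 100% = reference blocker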
TROY signal inh: inhibitors of TROY-dependent NF-kB signaling; Q293 LMP1-TROYcd NF-kB luciferase reporter, 4 h; inhibition, % at 10 µM; hit rate 0.98% among 360,000; AID 1347056;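 active = compounds whose plate-normalised and pattern-corrected inhibition of the luciferase reporter signal at the single screening dose is 50% or more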
Exocytosis inh: lytic granule exocytosis inhibition; inhibition, % at 10 µM; AID 651702; TALL-104 LAMP-1 surface exposure, flow cytometry; cells stimulated with thapsigargin and PMA; hit rate 0.66% among 360,000;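 active = inhibition above about 55%, limit read from the data; inconclusive = no clear call, values can overlap the other calls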
COUP-TFII inh: NR2F2 (human) inhibition, primary screen | P24468 | HEK293T NGFI-A luciferase reporter, luminescence | inhibition, % at 8.6 µM | hit rate 0.7% among 370,000 | AID 686940;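 active = inhibition above a per-plate cutoff, mean inhibition of test wells between control levels plus 3 SD, cut at about 38% in these data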;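 note: cells cotransfected with COUP-TFII expression vector driving the NGFI-A reporter; 0% = median of COUP-TF2 test wells and 100% = reporter-only cells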
TWEAK-Fn14 inh: inhibitors of TWEAK-Fn14 interaction signaling. inhibition, % at 10 µM. hit rate 2% among 360,000. TWEAK-stimulated Fn14 reporter cells, luciferase luminescence, 8 h; in the data active = inhibition above about 50%
SRC3 inh: human NCOA3 inhibition; Q9Y6Q9; HEK293 GAL4-SRC3 luciferase reporter, luminescence; hit rate 0.17% among 360,000; inhibition, % at 3.6 µM; AID 588352;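 active = inhibition above a per-campaign cutoff, the mean of all compounds plus 3 SD, cut at about 60% in these data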;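 note: 0% = DMSO-treated cells and 100% = gossypol-treated cells at 36 µM; higher means less SRC3-driven luciferase light from the GAL4 reporter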
NCOA2 inhibitor: inhibits human steroid receptor coactivator 2. HEK293 GAL4-SRC2 luciferase reporter, luminescence. AID 651957. inhibition, % at 9 µM. hit rate 0.17% among 370,000. Q15596;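 active = inhibition above the mean inhibition of all tested compounds plus 3 SD, set per campaign, cut at about 52% in these data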;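 note: 0% = DMSO treated cells and 100% = cells given Gossypol at 36 µM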
Starred values were filed as active, the others as inactive; ? = inconclusive; · = no result given. Only part of the results is shown; count on the stated rates, not on these rows.

SMILES	TLR9-MyD88 inh	LRH-1 inv ag	NCOA1 inh	ABHD5 PLIN5 PPI	NOD2-RIPK2 inh	TROY signal inh	Exocytosis inh	COUP-TFII inh	TWEAK-Fn14 inh	SRC3 inh	NCOA2 inhibitor
COc1ccc(NC(=O)c2cc(-c3ccc(F)cc3C)n[nH]2)cc1OC	·	24	4	-3	-7	-46	17	-8	8	31	-24
Cn1c(=O)oc2cc(S(=O)(=O)N3CCN(c4ccc(F)cc4)CC3)ccc21	2	1	9	1	-8	-12	-4	5	5	0	0
CCOC(=O)CN1NC2(CCC(C(C)(C)C)CC2)NC1=S (stereo not given)	-1	20	7	5	-9	-46	-1	-2	-12	-1	-7
CCOC(=O)c1sc(NC(=O)CSc2ncn(-c3ccccc3)n2)nc1C	8	-3	-13	2	-2	-8	1	-6	-3	13	14
O=C(CCCC(=O)N(CC(=O)NC1CCCC1)Cc1ccc(F)cc1)Nc1ccccn1	-5	6	0	-6	-12	13	0	-5	-4	9	2
CCCCOc1cccc(C(=O)Nc2ccc(N3CCN(CC)CC3)cc2)c1	-5	22	4	8	0	-14	14	-3	-25	21	9
COc1ccc2c(c1)c(C(O)CN1CCC(Cc3ccccc3)CC1)c(C)n2C (stereo not given)	6	11	4	13	5	-19	42	10	-16	23	18
N#Cc1ccc(S(=O)(=O)NC2CCCCNC2=O)cc1 (stereo not given)	-6	-12	12	-1	-7	-15	-7	-4	-5	9	-4
COc1ccc(CCNC(=O)CC2SC(=NCCC(C)C)NC2=O)cc1OC (stereo not given)	9	10	-2	-3	-7	1	-2	-11	-9	12	20
CC(=O)c1cccc(NC(=O)C(C)Sc2nnc3ccccn23)c1 (stereo not given)	-2	-7	-3	-7	13	17	-2	-9	-26	-15	17
CCNC(=O)C1(C)CCN(C(=O)c2cc(F)ccc2C)C1 (stereo not given)	·	-24	-1	5	-12	-14	-1	-11	-14	-10	0
O=C(NC(=S)NCCN1CCOCC1)c1ccc(F)cc1	-3	-16	-10	3	7	-16	-2	-14	-17	6	12
COc1cccc(N2CC(C(=O)Oc3ccc4ccccc4c3)CC2=O)c1 (stereo not given)	-2	0	1	5	-4	-11	-2	-19	4	2	-31
COc1ccccc1C(=O)Nc1ccnn1C1CCN(C(=O)c2ccoc2C)CC1	-2	-1	-29	-1	-4	-36	-6	-29	-19	-7	-6
C/C=C(/C)C(=O)O[C@@H]1c2cc3c(c(OC)c2-c2c(cc(OC)c(OC)c2OC)[C@@H](OC(C)=O)[C@@H](C)[C@H]1C)OCO3	-6	-10	-2	-33	-6	4	6	·	-3	6	·
CN(C(=O)c1cccc(NC(=O)Cc2ccc(NC(=O)C3CCN(S(=O)(=O)c4cccc([N+](=O)[O-])c4)CC3)cc2)c1)C1CC1	3	12	3	0	-3	5	-1	0	-9	0	4
Cc1ccc(-c2c[n+](=O)c3c(n2[O-])CCC3)cc1	-2	3	-13	-2	-1	-3	-5	-2	-2	15	11
COc1ccc([C@@H]2[C@@H]3C(=O)N(C(C)(C)C)C(=O)[C@@H]3[C@]3(Cc4ccccc4)C(=O)N(c4ccc(Br)cc4)C(=O)N23)cc1	-4	-16	0	2	-6	-40	8	·	-5	-14	·
Cc1cc(C)n(-c2c(F)c(F)c(COC(=O)c3ccccc3)c(F)c2F)n1	2	-5	-18	-5	6	-17	1	0	0	-5	-6
O=C(Cn1c(=O)n(Cc2ccco2)c(=O)c2cc(Cl)ccc21)NCC1CCCO1 (stereo not given)	-3	2	-17	1	-8	-15	8	3	6	0	5
CCCn1c(N)c(N(CCOC)C(=O)c2cccc(S(=O)(=O)N3CCCc4ccccc43)c2)c(=O)[nH]c1=O	-12	-10	5	1	-2	-20	0	-16	-14	12	7
C[C@H]1CN=C(N(C)C)N1CCC1CCCCC1	4	-4	-10	-2	-5	0	-2	-1	7	-8	24
Cc1ccc(C(=O)CCC(=O)OCC(=O)N2CCN(S(=O)(=O)c3ccc(C)cc3C)CC2)cc1	-5	14	6	4	6	15	-1	-8	7	18	10
CC1CCN(C(=S)SCc2nc(N)nc(Nc3ccccc3)n2)CC1	2	-11	-7	-2	9	-2	-4	4	-20	18	-4
COCCCNC(=O)CCn1c(=O)c2ccccc2n(CC(=O)Nc2c(C)cccc2C)c1=O	-5	-10	-20	-1	-14	2	-1	3	-9	12	-56
CCN(CC)C(=O)CNC(=O)Cc1ccc(Cl)cc1	1	0	1	2	-6	-7	0	4	8	7	12
CCCc1nc2ccc(NC(C)=O)cc2c(=O)n1Cc1ccccc1Cl	2	-1	-5	-2	3	-32	?	-17	-36	-7	-36
COC(=O)c1c(-c2ccccc2)nn(-c2ccccc2)c1C(=O)OC	-8	12	-13	1	-9	-7	3	20	-11	14	-2
CC(C)Cc1cc(CN2CCC(CO)(Cc3ccccc3)CC2)[nH]n1	8	-6	1	-1	2	25	4	-10	1	20	6
CCCC(=O)NC(NC(=S)Nc1ccc(S(N)(=O)=O)cc1)C(Cl)(Cl)Cl (stereo not given)	-5	3	1	2	-1	10	32	12	8	9	7
Cc1cc(C)cc(Oc2ccccc2/C=C\C(=O)O)c1	4	1	5	5	-16	-2	4	-10	-11	-11	-27
Cc1sc2ncnc(NS(=O)(=O)c3ccc(Cl)cc3)c2c1C	0	-20	2	-10	-12	16	0	10	-10	5	9
COc1ccc(C(C)C)cc1S(=O)(=O)N1CCC(C(=O)N2CCN(C)CC2)CC1	-6	-1	0	4	2	10	-5	-27	-8	0	-8
CC1CC(C)CN(S(=O)(=O)c2ccc(C(=O)N3CCN(c4ccccc4)CC3)cc2)C1 (stereo not given)	-7	-9	6	-3	-12	2	-1	-13	6	-1	-16
Cc1cccc(OCCSCc2nc3ccccc3[nH]2)c1	-3	-5	10	-2	-10	8	1	3	13	14	6
CCCn1c(C)cc(C(=O)CN2C(=O)c3ccccc3S2(=O)=O)c1C	-1	81*	75*	-8	12	23	7	85*	8	73*	82*
CC(C)(C)C(=O)NC(=S)NCCc1ccccc1	4	-72	-50	0	-7	-66	0	-36	-22	-50	-48
O=C(NCC1CCCO1)C1CC(=O)N(c2ccc(F)c(Cl)c2)C1 (stereo not given)	-4	3	0	-2	-3	9	-7	-9	-11	-37	-6
CSCCC(NC(=O)c1ccccc1)C(=O)N(C)CC(=O)Nc1ccc(N2CCOCC2)cc1 (stereo not given)	-12	2	6	8	5	0	1	13	14	23	12
Cc1csc(SCC(=O)Nc2ncc(Cl)c(C)c2Cl)n1	-5	-10	-8	0	0	-18	1	7	2	13	-21
O=S(=O)(NCCc1cn2ccccc2n1)c1ccc(F)c(C(F)(F)F)c1	-5	2	4	-6	-13	0	-1	7	-3	6	-10
O=C(c1cccnc1)N1CCN(c2ccc3ccccc3n2)CC1	-1	0	9	2	-3	5	-2	10	0	8	-9
COc1ccc(CNCC(O)COc2ccc(C(C)(C)c3ccccc3)cc2)cc1 (stereo not given)	-4	-3	-2	-8	2	6	2	-32	-27	-24	-1
O=C(CO/N=C/c1cccc([N+](=O)[O-])c1)Nc1ccc2ccccc2c1	3	-1	-22	-5	-18	7	7	-19	-4	-15	5
CCOC(=O)C1(C)CCCN(C(=O)c2cc(C)on2)C1 (stereo not given)	·	4	18	1	-7	-3	-6	19	0	-3	-8
CCOc1ccccc1C(=O)Nc1ccc(S(=O)(=O)N2CCOCC2)cc1	-2	-1	8	4	-2	13	4	7	-1	-1	-5
CCC1Nc2ncnc(N3CCOCC3)c2N(Cc2ccccc2)C1=O (stereo not given)	7	-8	-22	2	-6	-11	-9	11	-15	16	1
Cc1cc(Cl)c2oc(C(=O)N3CCCCC3CCN3CCCC3=O)c(C)c2c1 (stereo not given)	-1	23	-6	4	-13	1	-1	-16	-43	-5	-30
Cc1ccc(NC(=O)C2CCN(S(=O)(=O)c3ccc4c(c3)CCCC(=O)N4)CC2)cc1N(C)C	3	16	-4	-2	-6	2	-1	-20	2	0	-4
CC(=O)c1cccc(NC(=O)NCCc2ccc(Cl)cc2)c1	-1	-1	-8	-1	-3	-12	1	-1	10	6	14

In the list so far, 9 contain an aryl methoxy group.
SMILES	TLR9-MyD88 inh	LRH-1 inv ag	NCOA1 inh	ABHD5 PLIN5 PPI	NOD2-RIPK2 inh	TROY signal inh	Exocytosis inh	COUP-TFII inh	TWEAK-Fn14 inh	SRC3 inh	NCOA2 inhibitor
COc1ccc(NC(=O)c2cc(-c3ccc(F)cc3C)n[nH]2)cc1OC	·	24	4	-3	-7	-46	17	-8	8	31	-24
COc1ccc2c(c1)c(C(O)CN1CCC(Cc3ccccc3)CC1)c(C)n2C (stereo not given)	6	11	4	13	5	-19	42	10	-16	23	18
COc1ccc(CCNC(=O)CC2SC(=NCCC(C)C)NC2=O)cc1OC (stereo not given)	9	10	-2	-3	-7	1	-2	-11	-9	12	20
COc1cccc(N2CC(C(=O)Oc3ccc4ccccc4c3)CC2=O)c1 (stereo not given)	-2	0	1	5	-4	-11	-2	-19	4	2	-31
COc1ccccc1C(=O)Nc1ccnn1C1CCN(C(=O)c2ccoc2C)CC1	-2	-1	-29	-1	-4	-36	-6	-29	-19	-7	-6
C/C=C(/C)C(=O)O[C@@H]1c2cc3c(c(OC)c2-c2c(cc(OC)c(OC)c2OC)[C@@H](OC(C)=O)[C@@H](C)[C@H]1C)OCO3	-6	-10	-2	-33	-6	4	6	·	-3	6	·
COc1ccc([C@@H]2[C@@H]3C(=O)N(C(C)(C)C)C(=O)[C@@H]3[C@]3(Cc4ccccc4)C(=O)N(c4ccc(Br)cc4)C(=O)N23)cc1	-4	-16	0	2	-6	-40	8	·	-5	-14	·
COc1ccc(C(C)C)cc1S(=O)(=O)N1CCC(C(=O)N2CCN(C)CC2)CC1	-6	-1	0	4	2	10	-5	-27	-8	0	-8
COc1ccc(CNCC(O)COc2ccc(C(C)(C)c3ccccc3)cc2)cc1 (stereo not given)	-4	-3	-2	-8	2	6	2	-32	-27	-24	-1

Compound activity (PubChem BioAssay)
